A549 viability = Nrf2 qHTS screen for inhibitors: counterscreen for cytotoxicity; A549 ARE-Fluc cells, CellTiter-Fluor viability, 18-24 h; Potency, µM (doses to about 46 µM), inactives show top-dose activity change, negative = cytotoxicity, actives largely listed as inhibitors; 0.16% of 390,000 active; AID 504648, 2011; also: potency is read from the fitted curve at half-maximal effect; % is scaled to controls: 0 for no effect and ±100 for the full control effect
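A549 ARE_Fluc cells in 5% FBS OPTI-MEM were exposed to compounds in concentration-response for 18-24 h at 37 deg C. Viability was read by CellTiter-Fluor fluorescence (Ex 405/Em 525) after 30 min, before the luciferase read.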
MmCpn inh = Inhibitors of TCP-1 ring complex (TRiC) of Methanococcus maripaludis (MmCpn): qHTS. 0.031% of 330,000 active. Potency, µM (series often up to 76.9 µM), inactives show top-dose activity, negative = inhibition, actives largely listed as inhibitors. purified Mm-Cpn ATPase, ADP Transcreener TR-FRET. AID 504842, 2011. Chaperonin Mm-Cpn (Methanococcus maripaludis); also: potency is read from the fitted curve at half-maximal effect; % is scaled to controls: 0 for no effect and ±100 for the full control effect; nearly all actives have a fitted effect of over 80% in size
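Compound-treated chaperonin, 25 nM final, turns over 10 uM ATP at 37°C for 30 min following a 10 min preincubation; ADP generated competes with ADP-d2 for Eu-cryptate antibody, lowering FRET.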
Abeta rescue = qHTS for compounds that reverse cellular toxicity of Amyloid beta (A-beta) peptide in yeast: Primary Screen; yeast expressing A-beta42, growth rescue, OD600, 48 h; response scale: 0% DMSO, 100% iron-clioquinol control; Potency, µM (top dose mostly 46.1 µM), for inactives: top-dose growth rescue, usual class: activators; 0.063% of 410,000 active; AID 1347071, 2019; also: potency is read from the fitted curve at half-maximal effect; nearly all actives have a fitted effect of over 55% in size
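Growth rescue measured by 600 nm absorbance after 48 h yeast culture at 30 C with compound. Values normalized between DMSO and an equimolar ferric chloride plus clioquinol control.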
Akt phos inh = HTS Assay for Inhibitors of Akt Phophorylation: Primary Screen; Neuro2A IGF-stimulated pAkt S473 HTRF, 20 min; hits give low values; activity change, % for hits at 50 µM; 0.32% of 360,000 active; in the data active = activity change below about -80%; inconclusive = mostly about -51% to -80%; also: % is scaled to controls: 0 for no effect and ±100 for the full control effect
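Neuro2A cells (4,500/well, DMEM with 0.5% FBS) were treated with compound at a single 50 µM final concentration, stimulated with 6 nM IGF for 20 min at 37 °C, and lysed. Phospho-Akt Ser473 was read by HTRF as 665/615 ratio ×10^4.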
Nrf2 ARE act = qHTS of Nrf2 Activators | 0.31% of 410,000 active | Potency, µM (titrated, usually from 46.1 µM), without a hit: top-dose activation, hits mostly activators | AREc32 ARE-luciferase reporter (MCF7-derived line), luminescence, 24 h; also: potency is read from the fitted curve at half-maximal effect; % of control where 0% means no effect; nearly all actives have a fitted effect of over 65% in size
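Luminescent ARE reporter assay in AREc32_Fluc cells: overnight plating at 37 deg C, 24 hr compound incubation, Steady-Glo added, 30 min RT before reading.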
CCT modulator = High-Throughput Screening for Modulators of Cytosolic Chaperonin Activity; purified chaperonin ATPase assay, HTRF ADP detection, 30 min; 0.3% of 360,000 active; AID 651819, 2012; activity change, % (no concentration beside the values), hits read low; in the data active = activity change below about -30%; also: % is scaled to controls: 0 for no effect and ±100 for the full control effect
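Nucleotide hydrolysis assay: TRiC at 20–40 nM final (set by batch activity) with 10 uM ATP, 30 min at 37 °C, in presence of 76 uM compound. Detection by competitive ADP HTRF, 30 min ambient.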
Nrf2 inh = Nrf2 qHTS screen for inhibitors | A549 ARE-Fluc reporter, luciferase luminescence, 18-24 h | Potency, µM (doses to about 46 µM), without a hit: at the top dose activity change, negative = inhibition, hits mostly inhibitors | 2.1% of 360,000 active | AID 504444, 2011; also: potency is read from the fitted curve at half-maximal effect; % is scaled to controls: 0 for no effect and ±100 for the full control effect; nearly all actives have a fitted effect of over 60% in size
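A549 ARE_Fluc cells (5000/well, 5% FBS OPTI-MEM) pre-incubated 2 h, then treated with compounds 18-24 h at 37C/5% CO2 in concentration-response. CellTiter-Fluor viability read first; BugLite luciferase luminescence after 15 min at room temperature gives Nrf2 activity.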
HepG2 tox = qHTS for Inhibitors of TGF-b: Cytotox Counterscreen; Potency, µM (doses to about 46.1 µM), without a hit: top-dose activity change, negative = cytotoxicity, most hits filed as cytotoxic; 0.76% of 410,000 active; HepG2 CAGA-GFP viability, ATP luminescence, 18 h; AID 588856, 2011; also: potency is read from the fitted curve at half-maximal effect; some results filed as inactive show a strong effect at the top dose
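CellTiter-Glo luminescence gave cytotoxicity after 18 hours at 37 degrees C. The cells were HepG2 CAGA-GFP in 1% FBS DMEM, stimulated with 500 pg/mL TGF-beta after compound addition. %Activity was normalised to no-cell wells (complete cell-killing) and DMSO (no toxicity), and curves were fitted and classified.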
TGFb SMAD3 inh = qHTS for Inhibitors of TGF-b. HepG2 CAGA-GFP TGF-b/SMAD3 reporter, GFP fluorescence, 18 h; TGF-beta stimulated, 500 pg/mL final. Potency, µM (titrated, usually from 46.1 µM), for the others: at the highest dose activity, negative = inhibition, usual class: inhibitors. 1.2% of 410,000 active; also: potency is read from the fitted curve at half-maximal effect; % is scaled to controls: 0 for no effect and ±100 for the full control effect; nearly all actives have a fitted effect of over 65% in size
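Read-out: total well GFP (ex488/em500-530) summed from mean per-cell fluorescence. Cells: HEPG2 CAGA-GFP, 1% FBS DMEM, 18 h at 37 degrees C with 500 pg/mL final TGF-beta. Unstimulated wells served as the full-inhibition control; stimulated DMSO wells = 0%.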
* = called active by the depositor; & = joins results of further samples; [ ] = another dose, or the depositor's remark. Unless noted, calls follow the shape of the dose curve; as a rule, active = well fitted curve in the direction sought with a large enough effect; inconclusive = small, poorly fitted or top-dose-only effect, or another doubt; inactive = no such curve, though single readings can be large; an effect the other way counts as inactive or inconclusive.

How did COc1cc(O)c(C(CC(=O)N2CCOCC2)c2ccc(N(C)C)cc2)c(OC)c1 (stereo unspecified) do in these assays?
A549 viability: 0%&8%; MmCpn inh: -3%; Abeta rescue: 1%; Akt phos inh: inactive; Nrf2 ARE act: -0.3%; CCT modulator: -0.6; Nrf2 inh: 5%&2%; HepG2 tox: 0%&1%; TGFb SMAD3 inh: inconclusive

How did Cc1ccc(C(=O)NCCc2ccccc2)cc1S(=O)(=O)N1CCOCC1 do in these assays?
A549 viability: -4%; MmCpn inh: 1%; Abeta rescue: -1%; Akt phos inh: inactive; Nrf2 ARE act: 3.1%; CCT modulator: 1.6; Nrf2 inh: inconclusive; HepG2 tox: 2%; TGFb SMAD3 inh: 9%

What do the screens show for `CCC(C)(C)C1CCC2(CC1)NC(=O)N(CC(=O)N1CCN(S(=O)(=O)c3cc(C)ccc3C)CC1)C2=O` (stereo unspecified)?
A549 viability: -25%; MmCpn inh: -1%; Abeta rescue: 3%; Akt phos inh: inactive; Nrf2 ARE act: -1.1%; CCT modulator: 2.6; Nrf2 inh: inconclusive; HepG2 tox: 7%; TGFb SMAD3 inh: 3%

What do the screens show for `CCOC(=O)Cc1ccc(Nc2nc(NCc3ccccc3)nc3ccsc23)cc1`?
Abeta rescue: -16%; Akt phos inh: inactive; Nrf2 ARE act: 3.7%; CCT modulator: -0.1; HepG2 tox: -9%; TGFb SMAD3 inh: inconclusive

How did Cc1ccc(-c2ccc(/C=N/N=C3/NC(=O)C(CC(=O)O)S3)o2)c([N+](=O)[O-])c1 (stereo unspecified) do in these assays?
A549 viability: -17%; MmCpn inh: -2%; Abeta rescue: 2%; Akt phos inh: inactive; Nrf2 ARE act: 0.2%; CCT modulator: -0.4; Nrf2 inh: -4%; HepG2 tox: 2%; TGFb SMAD3 inh: 1%

Results for COC(=O)c1sccc1NC(=O)NC1CCCCC1 ?
A549 viability: -2%; MmCpn inh: -3%; Abeta rescue: 7%; Akt phos inh: inactive; Nrf2 ARE act: inconclusive; CCT modulator: 0.5; Nrf2 inh: 1%; HepG2 tox: -24%; TGFb SMAD3 inh: inconclusive

What do the screens show for `O=C(c1ccccc1)C1(c2ccccc2)OC1c1ccccc1` (stereo unspecified)?
A549 viability: 1%; Abeta rescue: 18%; Akt phos inh: inactive; Nrf2 ARE act: 0.2%; CCT modulator: -1.0; Nrf2 inh: 1%; HepG2 tox: -13%; TGFb SMAD3 inh: -2%

How did Cc1nc2cc(Cl)c(Cl)cc2n1CCCO do in these assays?
A549 viability: -3%; MmCpn inh: -19%; Abeta rescue: -5%; Akt phos inh: inactive; Nrf2 ARE act: -0.4%; CCT modulator: 1.1; Nrf2 inh: -18%; HepG2 tox: 1%; TGFb SMAD3 inh: 20%

Results for CC(=O)N(Cc1ccc2c(c1)OCO2)C1CC(=O)N(CCc2ccccc2)C1=O (stereo unspecified) ?
A549 viability: -7%; MmCpn inh: 0%; Abeta rescue: -6%; Akt phos inh: inactive; Nrf2 ARE act: -0.5%; CCT modulator: -0.8; Nrf2 inh: -2%; HepG2 tox: -32%; TGFb SMAD3 inh: 0%

How did CCC/C=C/c1ccc(CN2C(C)C(=O)N(Cc3cn(CCOCOC)nn3)CCS2(=O)=O)cc1 (stereo unspecified) do in these assays?
Abeta rescue: -6%; Akt phos inh: inactive; Nrf2 ARE act: 0.1%; CCT modulator: 1.1; HepG2 tox: 4%; TGFb SMAD3 inh: 10%

Results for CCc1ccc(-c2ccc(C(=O)O)cc2)nc1 ?
A549 viability: -1%; MmCpn inh: -2%; Abeta rescue: 15%; Akt phos inh: inactive; Nrf2 ARE act: 0.0%; CCT modulator: 0.4; Nrf2 inh: 27%; HepG2 tox: 5%; TGFb SMAD3 inh: -11%

How did COCC(C)NC(=O)c1cc(-c2ccc(OC)c(OC)c2)on1 (stereo unspecified) do in these assays?
A549 viability: 12%; MmCpn inh: -2%; Abeta rescue: 1%; Akt phos inh: inactive; Nrf2 ARE act: 0.0%; CCT modulator: 0.9; Nrf2 inh: -8%; HepG2 tox: -17%; TGFb SMAD3 inh: -11%

Results for CCOC(=O)c1oc2c(c1C)-c1nn(Cc3ccccc3Cl)cc1CC2 ?
A549 viability: -9%; Abeta rescue: -5%; Nrf2 ARE act: 0.8%; Nrf2 inh: inconclusive; HepG2 tox: -25%

What do the screens show for `COc1cc(/C=N/Nc2nn3cnnc3c3ccccc23)cc(OC)c1OC`?
A549 viability: 6%; MmCpn inh: 0%; Abeta rescue: 21%; Akt phos inh: inactive; Nrf2 ARE act: 3.8%; CCT modulator: -0.2; Nrf2 inh: -5%; HepG2 tox: -14%; TGFb SMAD3 inh: 12%

What do the screens show for `O=[N+]([O-])c1ccc(Cl)c(/C=N/N2CCN(c3ccccc3)CC2)c1`?
A549 viability: 0%; MmCpn inh: -1%; Abeta rescue: -15%; Nrf2 ARE act: 13µM*; CCT modulator: 2.2; Nrf2 inh: 9%; HepG2 tox: -12%; TGFb SMAD3 inh: -11%

What do the screens show for `Cc1cc(C(F)F)n2ncc(C(=O)NCc3ccccc3F)c2n1`?
A549 viability: 2%; MmCpn inh: 0%; Abeta rescue: -11%; Akt phos inh: inactive; Nrf2 ARE act: -0.1%; CCT modulator: 2.2; Nrf2 inh: -2%; HepG2 tox: 7%; TGFb SMAD3 inh: 11%

How did COc1ccccc1NC(=O)Oc1cccc(OC(=O)c2ccccc2)c1 do in these assays?
A549 viability: -5%; MmCpn inh: -3%; Abeta rescue: -54%[inhibitor]; Akt phos inh: inactive; Nrf2 ARE act: -0.2%; CCT modulator: -0.4; Nrf2 inh: -6%; HepG2 tox: -13%; TGFb SMAD3 inh: 0%

How did COc1ccc(-n2ccnc2SCC(=O)NC2CCCC2)cc1 do in these assays?
A549 viability: 3%; MmCpn inh: 2%; Abeta rescue: 4%; Akt phos inh: inactive; Nrf2 ARE act: -0.6%; CCT modulator: -1.4; Nrf2 inh: 5%; HepG2 tox: 3%; TGFb SMAD3 inh: -7%

What do the screens show for `CCCc1ccccc1OCCNS(=O)(=O)c1cc2c(cc1C)OCC(=O)N2`?
A549 viability: 4%; MmCpn inh: -1%; Abeta rescue: 15%; Akt phos inh: inactive; Nrf2 ARE act: 2.4%; CCT modulator: -0.7; Nrf2 inh: inconclusive; HepG2 tox: -56%; TGFb SMAD3 inh: inconclusive

Results for COCCNC(=O)C(c1ccc(O)cc1)N(C(=O)CCC(=O)Nc1nccs1)c1cccc(C)c1 (stereo unspecified) ?
A549 viability: 1%; MmCpn inh: -5%; Abeta rescue: 0%; Akt phos inh: inactive; Nrf2 ARE act: -0.6%; CCT modulator: 0.2; Nrf2 inh: 0%; HepG2 tox: 7%; TGFb SMAD3 inh: 7%

Gathered by group, those above with a thiophene ring, fused or not
What do the screens show for `CCOC(=O)Cc1ccc(Nc2nc(NCc3ccccc3)nc3ccsc23)cc1`?
Abeta rescue: -16%; Akt phos inh: inactive; Nrf2 ARE act: 3.7%; CCT modulator: -0.1; HepG2 tox: -9%; TGFb SMAD3 inh: inconclusive

Results for COC(=O)c1sccc1NC(=O)NC1CCCCC1 ?
A549 viability: -2%; MmCpn inh: -3%; Abeta rescue: 7%; Akt phos inh: inactive; Nrf2 ARE act: inconclusive; CCT modulator: 0.5; Nrf2 inh: 1%; HepG2 tox: -24%; TGFb SMAD3 inh: inconclusive

New compounds follow
How did Cc1ccc(/C=N/NC(=O)c2nnn(-c3nonc3N)c2CN(C)c2ccccc2)s1 do in these assays?
A549 viability: -4%; MmCpn inh: -4%; Abeta rescue: 4%; Akt phos inh: inactive; Nrf2 ARE act: 0.2%; CCT modulator: -0.7; Nrf2 inh: -4%; HepG2 tox: -2%; TGFb SMAD3 inh: -2%

How did CCC(C)(C)NC(=O)CN(C(=O)CCC(=O)Nc1cc(C)ccn1)c1ccc2c(c1)OCO2 do in these assays?
A549 viability: -1%; MmCpn inh: 2%; Abeta rescue: 10%; Akt phos inh: inactive; Nrf2 ARE act: -0.2%; CCT modulator: 1.8; HepG2 tox: 0%; TGFb SMAD3 inh: 10%

How did Cc1ccccc1CSc1nn2c(=O)c(C)nnc2s1 do in these assays?
A549 viability: 0%; MmCpn inh: 7%; Abeta rescue: -25%; Akt phos inh: inactive; Nrf2 ARE act: 8.8%; CCT modulator: -1.8; Nrf2 inh: -2%; HepG2 tox: -19%; TGFb SMAD3 inh: -1%

What do the screens show for `O=C(O)c1ccn[nH]1`?
A549 viability: 2%; Abeta rescue: 3%; Akt phos inh: inactive; Nrf2 ARE act: -0.6%; CCT modulator: -1.6; Nrf2 inh: 4%; HepG2 tox: -2%; TGFb SMAD3 inh: -10%

Source: PubChem
